PG9 binder: PG9 antibody binding by small molecule; inhibition, % at 6.7 µM; TR-FRET gp120-PG9 antibody binding; actives 0.43% (n = 360,000); in the data active means inhibition above about 8.5%
GAA850 FXN act: activators of GAA850 frataxin (FXN) promoter; HEK293 lucGAA850 FXN promoter luciferase reporter, 24 h; percent of 10 µM SAHA response; activation, % at 6 µM; actives 0.56% (n = 360,000); AID 540364;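 active means activation above the average of all compounds screened plus 3 SD, cutoff fixed separately per campaign, cut at about 7.5% in these data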;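 further: 0% = DMSO wells and 100% = 10 µM SAHA wells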
SMARCA2 activ: increases SMARCA2 function in MMTV reporter cells. MG213 cells, MMTV-luciferase reporter, dexamethasone, overnight. actives 1% (n = 370,000). AID 652017. activation, % at 9.1 µM; in the data active means activation above about 7.8%;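 further: 0% = vehicle wells and 100% = reference activator wells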
DAX1 inh-1: DAX1 (NR0B1) inhibition, primary screen; HEK293T StAR-luciferase reporter, SF-1/DAX-1 repression relief; inhibition, % at 6.8 µM; AID 652010; actives 1.1% (n = 370,000);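 active means inhibition above the mean over all tested compounds plus 3 SD, cut at about 3.6% in these data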;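 further: 0% = DAX-1 cells with DMSO and 100% = cells lacking DAX-1 with DMSO; higher inhibition means more luminescence from relief of DAX-1 repression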
hgDAF-12 ag: hgDAF-12 agonism, primary luciferase screen. actives 1.8% (n = 370,000). AID 687014. HEK293 GAL4-hgDAF12 UAS-luciferase reporter, agonist luminescence; normalized to butyrate control. activation, % at 6.8 µM;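 active means activation above a cutoff set at the mean of all screened compounds plus 3 SD, cut at about 10% in these data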;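 further: 0% = DMSO wells and 100% = sodium butyrate wells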
HGIII-sPLA2 inh: Inhibits HGIII-sPLA2 liposome hydrolysis, primary screen. Q9NZ20. QFRET BODIPY PC-A2 liposome hydrolysis, fluorescence. inhibition, % at 12.2 µM. actives 0.56% (n = 370,000). AID 743126;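 active means inhibition above mean plus 3 SD of compounds lying within the high and low control bounds, cut at about 19% in these data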;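 further: 0% = median of test compound wells and 100% = no enzyme DMSO wells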
PLC-beta3 inh: inhibitors of human phospholipase C beta3; Q01970; Purified PLC-beta3, fluorogenic substrate, fluorescence; inhibition, % at 12.2 µM; actives 0.18% (n = 370,000); AID 720704; in the data active means inhibition above about 11%;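 further: 0% = median of compound wells on plate and 100% = full blocker control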
NR1D1 modulator: Rev-erb alpha (human) modulation; P20393; Rev-erbα–FITC-DNA binding, fluorescence polarization, 90 min; activity, % at 10 µM; actives 0.79% (n = 370,000); AID 1259318;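 active means activity above about 14%, limit read from the data; passing the limit was not always enough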;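 further: 0% = DMSO wells with 35 nM protein and 100% = DMSO wells with 750 nM protein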
Target sequence (P20393 whole entry, looked up): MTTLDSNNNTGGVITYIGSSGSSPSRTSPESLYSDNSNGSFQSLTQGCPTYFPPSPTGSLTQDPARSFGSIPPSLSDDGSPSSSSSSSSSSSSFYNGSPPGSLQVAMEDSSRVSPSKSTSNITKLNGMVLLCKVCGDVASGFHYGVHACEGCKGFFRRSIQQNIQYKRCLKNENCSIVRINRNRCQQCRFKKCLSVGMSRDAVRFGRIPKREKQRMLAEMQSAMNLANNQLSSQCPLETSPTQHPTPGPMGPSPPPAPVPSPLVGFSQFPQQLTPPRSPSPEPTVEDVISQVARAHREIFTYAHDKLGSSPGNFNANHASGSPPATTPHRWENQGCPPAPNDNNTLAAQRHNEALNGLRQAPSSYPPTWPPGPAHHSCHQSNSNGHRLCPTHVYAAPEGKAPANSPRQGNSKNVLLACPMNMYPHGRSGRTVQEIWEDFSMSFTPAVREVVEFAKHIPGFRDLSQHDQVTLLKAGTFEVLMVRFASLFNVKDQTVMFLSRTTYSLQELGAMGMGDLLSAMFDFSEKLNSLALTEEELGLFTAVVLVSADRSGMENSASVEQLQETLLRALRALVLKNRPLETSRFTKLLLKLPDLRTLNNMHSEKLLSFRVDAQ
DAX1 inh-2: inhibits human nuclear receptor DAX1; P51843; HEK293 Gal4-DAX1 luciferase reporter, luminescence; inhibition, % at 6.75 µM; actives 0.99% (n = 340,000); AID 504766;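 active means inhibition above the mean over all tested compounds plus 3 SD, cut at about 4.2% in these data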;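 further: 0% = DAX1-transfected cells with DMSO and 100% = empty-vector control cells with DMSO; inhibition shows as a rise in luminescence from relieved DAX1 repression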
Target sequence (P51843 207-470 limits assumed): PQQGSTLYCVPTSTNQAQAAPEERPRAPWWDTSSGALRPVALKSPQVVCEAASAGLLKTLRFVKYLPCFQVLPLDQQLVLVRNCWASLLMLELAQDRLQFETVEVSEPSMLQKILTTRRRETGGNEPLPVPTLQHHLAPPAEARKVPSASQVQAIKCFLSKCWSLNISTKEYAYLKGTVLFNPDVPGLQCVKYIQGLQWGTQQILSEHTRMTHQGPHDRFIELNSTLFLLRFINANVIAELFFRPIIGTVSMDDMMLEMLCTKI
ssDAF-12 act: S. stercoralis DAF-12 activation, primary screen. HEK293 ssDAF-12/GRIP1 lit1-tk-luc reporter, luminescence; % of 3 µM dafachronic acid response. activation, % at 6.8 µM. actives 1% (n = 370,000). AID 652126;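 active means activation above the mean over all tested compounds plus 3 SD, cut at about 0.9% in these data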;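 further: 0% = DMSO-only wells and 100% = 3 µM delta7-dafachronic acid wells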
hcDAF12 agonist: activates DAF-12 receptor from parasite H. contortus; activation, % at 6.8 µM; HEK293 hcDAF-12 lit1-tk-luc reporter, luminescence; 0% DMSO, 100% Δ7-dafachronic acid; actives 1.4% (n = 370,000);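 active means activation above the mean of all tested compounds plus 3 SD, cut at about 5.5% in these data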;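 further: 100% = response to 3 µM Δ7-dafachronic acid high control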
Numbers without * were called inactive; i = inactive; x = not tested or not shown.

structure | HGIII-sPLA2 inh | hcDAF12 agonist | SMARCA2 activ | PG9 binder | DAX1 inh-2 | ssDAF-12 act | NR1D1 modulator | PLC-beta3 inh | DAX1 inh-1 | GAA850 FXN act | hgDAF-12 ag
COc1ccc(C(=O)Nc2sc(C)c(-c3ccccc3)c2C#N)cc1OC | 0.5 | -1.8 | -3.0 | -0.6 | 0.4 | -1.4 | -1.8 | -57.2 | -0.4 | 1.5 | 0.3
CCN(CC)c1nc2ccccc2nc1C(C#N)C(=O)NCCCOC (configuration not stated) | -9.3 | -1.9 | 0.4 | -0.9 | -1.1 | -1.4 | -2.5 | -438.5 | -1.1 | 2.3 | -1.1
COc1ccc(C(=S)Nc2ccccc2)cc1 | 8.8 | -0.4 | 1.2 | 1.3 | 0.1 | -1.0 | 3.0 | 4.7 | 0.6 | 1.1 | 3.4
CCCCN(Cc1ccco1)C(=O)C1CCCN(c2ncnc3c2nc2n3CCCCC2)C1 (configuration not stated) | -12.1 | -4.1 | -5.5 | 0.2 | -0.8 | -1.8 | -4.1 | -5.1 | -1.0 | -4.2 | -3.6
O=C1CCc2cc(S(=O)(=O)NCCc3ccc(Cl)cc3)cc3c2N1CC3 | 3.1 | 0.0 | 0.6 | 0.6 | -0.7 | -0.7 | 8.0 | -10.3 | 0.1 | 0.5 | -2.0
CCCC(=O)N1CCC1(C)C(=O)NCc1ccccc1SC (configuration not stated) | -2.6 | 0.6 | -0.8 | -0.3 | x | -1.1 | -5.7 | 0.6 | 0.8 | -0.8 | -1.1
Cc1cccc(NC(=S)N(CCN(C)C)Cc2cc3cccc(C)c3[nH]c2=O)c1 | 0.2 | -0.2 | -1.1 | 0.5 | 0.3 | -1.6 | -3.6 | 0.3 | 0.7 | 0.6 | 2.7
O=C(/C=C/c1cccnc1)/C=C/c1cccnc1 | 0.3 | -5.7 | -8.8 | -2.3 | -5.8 | -2.1 | -1.5 | -3.5 | -2.0 | -12.2 | -10.7
COc1ccc(S(=O)(=O)N(C)CC(=O)NCc2ccccn2)cc1 | -3.6 | -2.2 | 2.6 | -0.2 | 0.6 | -0.9 | -1.8 | -4.4 | -0.1 | 0.3 | 1.4
COc1cc(/C=C/C(=O)OCC(=O)c2c(N)n(C)c(=O)n(C)c2=O)ccc1OC(F)F | -2.5 | 1.4 | -0.1 | -4.5 | 0.1 | 0.1 | -1.1 | -1.4 | -0.8 | 3.7 | 0.0
CC(=O)COc1ncn(-c2ccccc2)n1 | 9.8 | -0.9 | -0.3 | 1.6 | 0.0 | -0.2 | 4.3 | 0.3 | -0.1 | 0.5 | -0.6
COCCNC(=O)CCCn1c(=O)c2cc(OC)c(OC)cc2n(CC(=O)c2cccc(OC)c2)c1=O | 3.4 | -1.7 | -3.3 | 1.4 | -0.8 | -1.3 | 2.7 | -6.1 | 0.1 | 1.3 | 0.1
O=C(c1cccnc1)N1C2C=CC(C2)C1(C(F)(F)F)C(F)(F)F (configuration not stated) | -6.3 | 0.8 | 1.0 | -1.9 | 3.0 | -1.3 | -1.8 | 0.9 | -0.1 | -0.6 | 2.7
CCNc1ccc(C2(O)C(=O)c3ccccc3C2=O)cc1 | 11.3 | 3.2 | -3.8 | 0.7 | -0.1 | -1.1 | 0.1 | 5.1 | 0.3 | 1.6 | 0.0
C=CCc1ccccc1OCC(O)CN1CCN(c2ccccc2F)CC1 (configuration not stated) | -3.1 | -1.9 | -1.3 | -1.5 | 0.9 | -1.1 | -5.5 | -0.5 | -0.7 | -0.3 | 0.7
COC(=O)C1CCN(C2=C(NS(=O)(=O)c3ccc(Cl)cc3)C(=O)c3ccccc3C2=O)CC1 | 4.0 | 1.2 | 1.4 | -3.5 | 1.2 | -1.0 | 3.6 | -7.0 | 0.0 | 3.5 | 2.5
Cc1ccc(-n2nc(C)c3c2NC2=C(C(=O)CC(C)(C)C2)C3c2ccccc2OCC(=O)O)cc1 (configuration not stated) | -24.3 | 0.0 | -1.0 | 0.3 | 0.0 | -0.9 | -0.1 | i | -1.0 | -0.4 | 1.0
Cc1cc(=O)[nH]c(-n2nc(C)cc2C)n1 | 6.5 | -0.1 | -0.1 | -0.6 | -1.1 | -1.6 | -9.7 | 1.1 | 0.0 | 3.3 | -0.5
CSc1ccc(C=NNC(=O)c2cc(-c3ccc(Cl)cc3)n[nH]2)cc1 | -2.5 | 1.9 | 3.7 | x | x | -1.3 | -4.2 | -20.7 | -2.0 | x | 3.5
Cc1ccc(-n2c(C)cc(C)c(C#N)c2=O)cc1Cl | 2.8 | -1.0 | -2.6 | 1.4 | -0.4 | -0.9 | 3.4 | -1.2 | -0.2 | 1.8 | -1.9

The last 2 records of the part before open the next one:
structure | HGIII-sPLA2 inh | hcDAF12 agonist | SMARCA2 activ | PG9 binder | DAX1 inh-2 | ssDAF-12 act | NR1D1 modulator | PLC-beta3 inh | DAX1 inh-1 | GAA850 FXN act | hgDAF-12 ag
CSc1ccc(C=NNC(=O)c2cc(-c3ccc(Cl)cc3)n[nH]2)cc1 | -2.5 | 1.9 | 3.7 | x | x | -1.3 | -4.2 | -20.7 | -2.0 | x | 3.5
Cc1ccc(-n2c(C)cc(C)c(C#N)c2=O)cc1Cl | 2.8 | -1.0 | -2.6 | 1.4 | -0.4 | -0.9 | 3.4 | -1.2 | -0.2 | 1.8 | -1.9
O=C(NCCc1ccccc1F)/C(=C/c1cccnc1)NC(=O)c1ccccc1 | 4.7 | -0.8 | -5.0 | 0.4 | -1.7 | -1.7 | 2.5 | -18.7 | 0.3 | 0.6 | -3.6
CS(=O)(=O)NCCNc1ccc(C(F)(F)F)cc1[N+](=O)[O-] | 3.0 | -1.3 | 1.9 | -1.0 | 0.6 | -1.0 | 2.9 | 1.2 | -0.2 | 2.4 | 0.6
Cc1ccc(C(=O)NNC(=O)c2ccc3ccccc3c2O)cc1 | 8.5 | 2.7 | -1.4 | -1.4 | 3.7 | -0.3 | 0.3 | -11.7 | 0.6 | 2.3 | 1.0
Cc1ccc(C(C)C)c(OCC(=O)N2CCOCC2)c1 | 6.0 | -0.4 | -3.5 | -0.4 | -0.4 | -0.8 | 0.8 | 0.0 | 0.0 | 4.3 | -1.0
COc1cc([N+](=O)[O-])ccc1N/C=C/C(=O)c1cccs1 | -5.9 | 17.4* | 4.2 | 0.1 | -1.8 | 2.3* | 10.6 | -21.7 | 2.5 | -2.5 | 17.4*
COc1ccc(N(C(C)C(=O)N/N=C(\C)C(C)(C)C)S(C)(=O)=O)cc1 (configuration not stated) | 1.0 | -0.6 | -2.1 | -0.6 | -0.7 | -1.9 | 0.9 | -4.3 | -0.1 | -0.1 | -2.0
COCCN(C(=O)COC(=O)CC1CCCCC1)c1c(N)n(Cc2ccccc2)c(=O)[nH]c1=O | 6.2 | 0.5 | -1.9 | -1.8 | 0.1 | -0.8 | -0.1 | -7.5 | 0.3 | 0.0 | 1.8
O=C(CSc1nc2ccccc2n1CC(=O)N1CCCC1)Nc1ccc2c(c1)OCO2 | 6.5 | -0.5 | -0.5 | -2.6 | -0.9 | -1.6 | -2.3 | 5.7 | -1.4 | -6.2 | 0.4
O=C(Nc1nnc(-c2ccccc2)o1)C1CCCN1S(=O)(=O)c1cccs1 (configuration not stated) | 14.0 | 0.7 | -0.3 | 0.1 | -0.2 | -1.0 | -0.2 | -6.3 | 0.9 | -1.0 | -1.7
Cc1cnc(C(=O)OCC(=O)c2cccc3ccccc23)cn1 | -8.5 | 0.6 | -1.1 | 0.9 | 1.0 | -0.5 | 1.7 | 0.1 | 0.7 | -1.1 | -1.0
COc1ccc(C(O)c2ncc(-c3ccccc3)[nH]2)c(OC)c1 (configuration not stated) | -7.4 | 1.0 | -2.5 | 0.0 | x | -0.8 | -2.2 | -3.2 | 1.0 | 0.5 | -1.9
CCCCCCc1c(C)nc(-n2[nH]c(C)c(CCO)c2=O)[nH]c1=O | 8.4 | -0.1 | -3.0 | -2.8 | -0.1 | -0.9 | 4.2 | -5.8 | 0.1 | 1.0 | -1.1
Cc1noc(C)c1-c1nnc(-c2ccc(C(F)(F)F)cc2)o1 | 9.5 | -1.2 | 0.6 | -1.6 | 2.4 | -1.5 | -0.4 | 1.0 | 0.0 | 2.2 | 1.3
Cc1c(C(=O)O)sc(=S)n1CCOc1ccccc1 | -4.7 | -0.3 | -2.5 | 0.4 | -1.1 | -1.1 | -1.0 | 1.8 | -0.2 | 2.6 | 3.9
Cc1cc(NC(=O)c2cccs2)ncc1NC(=O)c1cccc(F)c1 | 4.0 | 0.9 | 3.3 | -1.6 | 0.3 | 0.1 | -4.2 | 2.1 | 1.1 | 4.5 | 9.3
CCCCN(C)CCCNC(=O)c1cc(Nc2ccc(OC)c(OC)c2)nc2ccccc12 | -15.1 | 7.8* | 1.6 | -9.1 | -0.1 | 0.4 | 4.8 | -13.8 | 1.2 | 0.5 | 0.6
CN(Cc1ccccc1)C(=O)c1cc(S(=O)(=O)N2CCOCC2)cn1C | 4.4 | -2.0 | 0.8 | 0.6 | 2.5 | -0.7 | -4.2 | 3.3 | -0.6 | 0.3 | 1.9
COc1ccc(C(=O)Nc2nnc(Cc3ccccc3)s2)c(OC)c1 | 0.9 | 1.4 | 0.5 | 68.2* | -0.4 | -0.6 | 70.8* | -8.5 | 0.1 | 2.9 | -1.0
CC1(C)CC(=O)C2=C(C1)NC(=O)CC2c1cccc(F)c1 (configuration not stated) | 4.1 | -0.7 | -1.2 | -0.6 | 1.0 | -1.5 | -5.7 | -1.2 | -0.2 | 0.4 | -0.5
COc1ccc(C2CC(c3cccs3)=NN2C(=S)Nc2ccccc2)cc1OC (configuration not stated) | 3.5 | -1.8 | 0.3 | 0.8 | -0.7 | -1.1 | -6.2 | -33.8 | -0.3 | -0.6 | -2.5
Cc1ccc(CN(C(=O)c2ccco2)C(C(=O)NC2CCCC2)c2ccc(N3CCOCC3)cc2)cc1 (configuration not stated) | -3.8 | -1.2 | -2.5 | -0.5 | -0.9 | -1.5 | -3.8 | -2.3 | -1.1 | -0.8 | -1.0
O=C(CSc1nnc(Cn2c(=O)sc3ccccc32)n1-c1ccccc1)N1CCCCCC1 | 4.9 | -2.4 | -2.2 | -1.4 | 0.6 | -0.6 | -6.2 | 2.4 | 1.3 | 0.3 | 1.2
Cc1ccc(NC(=O)c2cccc(-n3cnnn3)c2)cc1Cl | -1.4 | 0.2 | 1.5 | -0.4 | -0.5 | -1.1 | -1.3 | -2.4 | -0.1 | -0.7 | 1.0
O=C(NS(=O)(=O)Oc1cccc(F)c1)OC[C@@H]1CCCN2CCCCC12 (some centres not stated) | 13.6 | -0.7 | -0.8 | 0.3 | -1.0 | -1.4 | 0.0 | -4.4 | -0.3 | -0.3 | 0.8
OC(c1ccc(F)c(F)c1)c1nc(-c2ccccc2)cs1 (configuration not stated) | -15.7 | -0.5 | -2.8 | -2.0 | x | -1.5 | 1.7 | 3.4 | -0.5 | 2.9 | 1.5

This is a random part of the collection. Share with any hit: about 7%.
